# NSD2 inh: NSD2 (human) methyltransferase inhibition. inhibition, % at 12.5 µM. NSD2 peptide methylation, AlphaScreen, 120 min. AID 743445. O96028. 310,000 tested, 0.54% active; in the data active = inhibition above about 50%
# Target sequence (O96028 whole entry, looked up): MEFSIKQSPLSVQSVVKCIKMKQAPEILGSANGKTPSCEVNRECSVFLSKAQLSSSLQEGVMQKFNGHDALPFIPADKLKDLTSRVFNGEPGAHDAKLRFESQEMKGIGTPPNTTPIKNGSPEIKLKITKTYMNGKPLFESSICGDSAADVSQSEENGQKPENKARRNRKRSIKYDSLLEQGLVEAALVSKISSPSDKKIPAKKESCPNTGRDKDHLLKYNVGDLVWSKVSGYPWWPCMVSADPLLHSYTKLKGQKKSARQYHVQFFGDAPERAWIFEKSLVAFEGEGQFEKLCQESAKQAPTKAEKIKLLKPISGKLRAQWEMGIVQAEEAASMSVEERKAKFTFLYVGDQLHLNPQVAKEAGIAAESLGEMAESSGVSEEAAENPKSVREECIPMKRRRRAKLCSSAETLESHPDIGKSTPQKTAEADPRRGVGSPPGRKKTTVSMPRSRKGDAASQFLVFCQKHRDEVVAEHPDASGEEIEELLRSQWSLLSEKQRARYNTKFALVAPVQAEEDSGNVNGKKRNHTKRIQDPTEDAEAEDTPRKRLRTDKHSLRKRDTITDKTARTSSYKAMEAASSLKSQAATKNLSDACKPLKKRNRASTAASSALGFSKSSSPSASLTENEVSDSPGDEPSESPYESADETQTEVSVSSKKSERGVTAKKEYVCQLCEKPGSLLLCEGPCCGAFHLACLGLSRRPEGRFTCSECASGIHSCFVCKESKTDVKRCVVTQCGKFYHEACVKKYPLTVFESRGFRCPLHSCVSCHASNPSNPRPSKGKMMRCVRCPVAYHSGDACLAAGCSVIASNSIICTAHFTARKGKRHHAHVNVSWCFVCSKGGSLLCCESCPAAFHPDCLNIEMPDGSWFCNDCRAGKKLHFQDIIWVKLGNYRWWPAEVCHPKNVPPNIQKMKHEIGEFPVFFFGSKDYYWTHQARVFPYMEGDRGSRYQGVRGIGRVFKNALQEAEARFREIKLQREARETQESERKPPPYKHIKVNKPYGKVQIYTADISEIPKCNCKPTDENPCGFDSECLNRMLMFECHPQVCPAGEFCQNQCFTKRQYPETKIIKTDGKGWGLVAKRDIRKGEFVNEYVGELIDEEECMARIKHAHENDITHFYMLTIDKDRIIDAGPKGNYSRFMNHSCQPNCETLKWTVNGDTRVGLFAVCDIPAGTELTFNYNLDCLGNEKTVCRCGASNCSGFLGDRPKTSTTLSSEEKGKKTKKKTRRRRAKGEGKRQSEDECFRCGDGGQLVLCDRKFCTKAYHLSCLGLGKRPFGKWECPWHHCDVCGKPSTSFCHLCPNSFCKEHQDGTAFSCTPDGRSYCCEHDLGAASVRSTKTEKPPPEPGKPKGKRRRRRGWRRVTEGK
# PfHsp90 set2: growth inhibition of yeast expressing Plasmodium Hsp90 | 310,000 tested, 0.32% active | inhibition, % at 9.4 µM | AID 504621 | S. cerevisiae expressing PfHsp90, BacTiter-Glo ATP, 48 h; yeast lacking PDR1 and PDR3 efflux regulators;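 active = every replicate shows inhibition above about 80%, whatever the replicate mean, limit read from the data; inconclusive = mean inhibition reaches the set limit but some replicate falls short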;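 also: 0% = DMSO neutral controls and 100% = 20 µM radicicol positive controls; yeast relying on Plasmodium falciparum Hsp90 in place of its own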
# MITF act: activators of MITF-driven TRPM1 promoter activity in SK-MEL-5 cells | SK-MEL-5 TRPM1-promoter luciferase, 24 h; % of positive control, neutral wells = 0 | activation, % at 12.5 µM | 300,000 tested, 0.75% active | AID 588334;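 active = mean activation of at least 80% with every replicate also reaching 80%; inconclusive = mean reaches 80% but some replicate falls short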;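 also: 0% = neutral control wells and 100% = parthenolide positive control wells; values of inactives mirror those of a sister screen read the other way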
# CAL PDZ FP-1: blocks peptide binding to human CAL PDZ domain | inhibition, % at 20 µM | AID 504414 | purified CAL PDZ, TMR-peptide fluorescence polarization, 1 h | 330,000 tested, 0.02% active;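 active = highest replicate inhibition of at least 40%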;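 also: plate controls were DMSO neutral control wells for no effect and unlabeled competitor peptide control wells for full effect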
#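 System: tagged CAL PDZ domain. Schedule: 1 h room-temperature incubation prior to read. Signal: fluorescence polarization (mP). Measure: percent inhibition from loss of millipolarization.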
# PvdQ acylase: blocks Pseudomonas aeruginosa PvdQ acylase activity; inhibition, % at 10 µM; purified PvdQ acylase, fluorescence plate reader; 340,000 tested, 0.063% active; AID 488965; in the data active = inhibition above about 30%, passing the limit was not always enough; inconclusive = no clear call, values can overlap the other calls;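 also: 0% = vehicle neutral wells and 100% = reference inhibitor wells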
# Rtt109 Vps75: C. albicans Rtt109 histone acetyltransferase inhibition. Q5AAJ8. purified Rtt109/Vps75, ThioGlo CoA-SH fluorescence, 4 h. inhibition, % at 34.9 µM. 330,000 tested, 0.16% active. AID 540336;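 active = inhibition of at least 50% in every replicate; inconclusive = best replicate reaches 50% inhibition but some replicates fall short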
# SR-BI DiI-HDL act: enhances SR-BI lipid uptake from DiI-HDL. activation, % at 12.5 µM. CHO ldlA[mSR-BI] cells, DiI-HDL uptake fluorescence, 3 h; 100 = double the neutral-control signal. 320,000 tested, 0.096% active. AID 504775;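 active = mean replicate activation of at least 60% and every replicate at or above 60%; inconclusive = mean or all-replicate condition met, but not both; inactive = mean below 60% and not all replicates reaching 60%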;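 also: 0% = median plate neutral-control signal and 100% = twice that signal; values of inactives mirror those of a sister screen read the other way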
#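 System: LDL receptor-deficient CHO ldlA cells overexpressing murine SR-BI | Timing: 3 h uptake period with compound, 37 °C | Medium: HEPES-buffered (25 mM, pH 7.4) F12 plus 0.5% BSA | Dosing: Single-point compound dose | Signal: Bottom-read fluorescence, 550/595 nm | Read-out: Retained DiI signal reflecting DiI-HDL uptake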
# dFosB activator: enhances mouse delta FosB homodimer DNA binding; P13346; purified delta FosB, TAMRA-CDK5 oligo fluorescence polarization; percent of positive-control signal above neutral wells; activation, % at 25 µM; 340,000 tested, 0.99% active; AID 493131;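 active = mean activation above about 17%, with every replicate also reaching it, limit read from the data, passing the limit was not always enough; inconclusive = only one of the two conditions met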;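 also: fluorescence polarization rise as delta FosB binds a TAMRA Cdk5 AP-1 oligo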
# SR-BI DiI inh: mouse SR-BI HDL lipid transfer inhibition; ldlA[mSR-BI] CHO cells, DiI-HDL uptake fluorescence, 3 h; inhibition, % at 12.5 µM; 320,000 tested, 0.96% active; AID 488896;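 active = mean replicate inhibition of at least 70% and a set share of replicates each scoring 70 or more; inconclusive = meets just one of the two criteria; inactive = fails both criteria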;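 also: 0% = median of neutral control wells and 100% = median of positive control wells; values of inactives mirror those of a sister screen read the other way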
# CAL PDZ FP-2: CAL PDZ (human) peptide binding inhibition | Q9HD26 | inhibition, % at 24.9 µM | 300,000 tested, 0.92% active | AID 602252 | purified CAL PDZ, TMR-peptide fluorescence polarization, 1 h;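 active = mean inhibition of at least 30% with at least half of replicates also reaching 30%; inconclusive = no clear call, values can overlap the other calls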;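 also: 0% = DMSO neutral control and 100% = excess unlabeled competitor peptide PRC23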
# An asterisk follows results filed as active; ? = inconclusive; nt = not tested or not shown.
SMILES,NSD2 inh,PfHsp90 set2,MITF act,CAL PDZ FP-1,PvdQ acylase,Rtt109 Vps75,SR-BI DiI-HDL act,dFosB activator,SR-BI DiI inh,CAL PDZ FP-2
O=C(NC1CCN(S(=O)(=O)c2ccccc2C(F)(F)F)CC1)c1ccco1,1,3,-8,-2.4,-5,-3,nt,-7,nt,1
COc1cccc(NC(=O)CN(C)C(=O)c2ccc(NC3CC3)c([N+](=O)[O-])c2)c1,nt,-8,-7,-0.4,12,-2,12,-5,-12,-2
COc1cc(/C=C2\SC(=Nc3ccc(O)cc3)NC2=O)cc(OC)c1O,-3,1,-17,-2.9,-7,-3,-35,-13,35,-1
COc1ccc(C(C(N)=O)c2ncc(C(F)(F)F)cc2Cl)cc1OC (stereo unspecified),2,15,3,0.8,-8,-2,-18,-5,18,-6
CCOc1ccc2nc(N3CCC(C(=O)N4CCN(c5ncccn5)CC4)CC3)sc2c1,nt,22,nt,-0.3,5,9,-63,-12,63,nt
O=C(OC1CCCCC1=O)c1cc(S(=O)(=O)N2CCOCC2)ccc1F (stereo unspecified),-8,4,5,-0.7,-1,0,24,-2,-24,-3
CCN(C(=O)COC(=O)c1ccc(OCc2c(C)noc2C)cc1)c1ccccc1,0,-11,0,nt,4,3,-37,-9,37,4
CC(C)(C)C(=O)Nc1ccc(S(=O)(=O)N2CCCC2)cc1,-2,13,-8,-4.0,-8,-1,3,-6,-3,nt
COC(=O)c1ccccc1NC(=O)C1CCN(C(=O)Cc2ccccc2)CC1,0,7,1,-0.1,-6,0,nt,5,49,nt
CSc1nc(Sc2ccc(Cl)cc2)c2ccccc2n1,-2,6,-8,-0.8,-3,10,-3,0,3,-2
COc1cccc(NC(=O)CN(C)C(=O)Cn2c(=O)oc3ccccc32)c1,14,9,-9,-2.4,11,-4,-17,-5,17,-4
Cc1ccc(NC(=O)C/C(N)=N/O)cc1Cl,0,3,nt,-0.5,-9,-4,-4,0,4,0
COc1ccc(N(C(=O)c2cnccn2)C(C(=O)NC2CCCCC2)c2ccc(O)cc2)cc1 (stereo unspecified),4,-24,-6,0.6,-8,-6,9,-4,-9,-2
COC(=O)CCSc1cc(NCCOC(C)=O)c([N+](=O)[O-])c2nonc12,3,1,3,-1.2,-4,12,21,-12,-21,-1
O=C(CN1C(=O)CCS(=O)(=O)c2ccccc21)Nc1ccc2c(c1)OCCO2,-1,-3,11,nt,-9,-7,8,1,-8,0
Cc1sc2nc(CN3CCOCC3)nc(NCCc3ccccc3)c2c1C,3,-4,3,nt,9,11,-6,0,6,1
CN1CCN(C2Cc3cc(F)ccc3Sc3ccc(Cl)cc32)CC1 (stereo unspecified),6,17,18,-3.1,-16,1,-24,7,24,nt
COc1ccccc1Cn1c(C(C)C)nc2ccccc21,5,9,nt,0.5,-9,0,-15,0,15,nt
CCC(CC)N1CCN(CC2CC=CCC2)CC1 (stereo unspecified),0,22,14,-2.3,5,0,23,5,-23,-3
CC(C)[C@H](NC(=O)[C@@H]1CSC2c3ccccc3C(=O)N21)C(=O)NCC1CCCO1 (stereo partly specified),-2,14,-3,-2.2,-16,-10,23,-4,-23,-1
COCCOC(=O)c1c(C)oc2ccc(NS(=O)(=O)c3cccs3)cc12,3,22,-4,-1.4,-13,-2,2,-7,-2,9
Cc1c(C(=O)NNC(=O)c2csc(N3CCOCC3)n2)cccc1[N+](=O)[O-],-1,9,11,-0.8,-15,-2,5,6,-5,-1
CC(OC(=O)Cn1[nH]c(=O)c2ccccc2c1=O)C(=O)NC1(C#N)CCCCC1 (stereo unspecified),-1,-35,-5,-1.3,-25,-8,9,-6,-9,-4
COCCn1c(COc2ccccc2)nnc1SCC(N)=O,-2,nt,-6,-2.1,-4,-5,15,-5,-15,-1
COc1ccc(S(=O)(=O)NCCc2c[nH]c3ccccc23)cc1OC,-2,1,-1,-0.5,-9,-15,-11,-2,11,-5
C=C(C)C1CCC2(C(=O)O)CCC3(C)C(CCC4C5(C)C(C=O)C(O)C(C)(C)C5CCC43C)C12 (stereo unspecified),nt,40,-9,-0.5,-15,7,5,-11,-5,0
COc1ccc(OC)c(S(=O)(=O)N2CCCC(C(=O)NCc3ccco3)C2)c1 (stereo unspecified),-2,-14,12,-2.7,1,-6,2,-2,-2,-7
CC(C)c1cc(C(C)C)c(S(=O)(=O)NNC(=O)c2ccncc2)c(C(C)C)c1,0,18,-9,-0.9,-7,5,24,1,-24,1
FC(F)Sc1ccc(NC(=S)NCC2CCCCC2)cc1,-12,-1,16,-2.2,-10,0,-11,-5,11,1
O=C1c2ccccc2C(=O)N1/N=C/c1ccc(O)c(O)c1O,nt,5,-7,0.9,1,36,10,-10,-10,-3
CCC(=O)N(Cc1ccc2c(c1)OCO2)Cc1cc2cc(OC)ccc2[nH]c1=O,1,-6,11,nt,-7,-3,30,1,-30,-2
COc1ccc(C(C)=O)cc1CSc1nncn1C,nt,5,-13,-1.6,-11,-5,23,5,-23,-7
CCCn1cc(S(=O)(=O)CC(=O)NC2CCCCC2)c2ccccc21,nt,4,-5,-1.6,10,51*,22,-4,-22,-2
Cc1ccc(N(CN2CCCC2=O)C(=O)c2ccc(C)c(C)c2)cc1,-2,nt,-12,0.3,-11,0,27,-9,-27,-2
Cc1nnc(SC(C(=O)Nc2cc(Cl)cc(Cl)c2)c2ccccc2)[nH]c1=O (stereo unspecified),4,-12,2,-6.9,-8,9,5,-8,-5,-3
CC(=O)Nc1ccc(C)c(NS(=O)(=O)c2cccc(C(F)(F)F)c2)c1,0,1,0,-0.5,-7,3,3,-6,-3,nt
C#CCOCCOCCOCCNc1nc(N2CCN(C(=O)CCCCCCCCCCNC(=O)[C@H](CCCCN)n3cc(CCO)nn3)CC2)nc(N2CCN(C(=O)CCCCCCCCCCNC(=O)[C@H](CCCCN)n3cc(CCO)nn3)CC2)n1,nt,13,4,-1.1,-14,8,43,-192,-43,-1
CC(C)CNC(=O)COC(=O)CCC(=O)c1cccs1,1,0,13,-1.1,-5,nt,35,1,-35,0
Cc1nn(-c2cc(N(S(C)(=O)=O)S(C)(=O)=O)c(Cl)cc2Cl)c(=O)n1C,nt,-18,-1,0.4,-10,3,49,-4,-49,-1
COC(=O)c1c(NC(=O)COC(=O)[C@@H](NS(=O)(=O)c2cccc(Cl)c2)C(C)C)sc2c1CCC2,-1,-7,-2,-0.6,3,0,-18,-20,18,nt
Cn1nc(C(F)(F)F)c(-c2ccc(Br)cc2)c1NC(=O)c1nccnc1C(=O)O,nt,6,nt,-1.4,-9,-3,-4,-4,4,nt
Fc1ccc(-c2csc(-c3cccnc3)n2)cc1F,-2,-6,37,-3.4,-11,1,-13,5,13,0
COC(=O)c1ccc(CN2C(=O)NC3(CCCCC3C)C2=O)o1 (stereo unspecified),-3,19,2,-3.0,-8,1,4,3,-4,0
CSCCC(NC(=O)c1ccccc1Cl)C(=O)N1CCCCC1 (stereo unspecified),-3,4,-3,-2.2,3,8,7,-1,-7,nt
CCOC(=O)c1ccc(N(C(=O)CNC(=O)c2ccco2)C(C(=O)NCC2CCCO2)c2ccc(OC)c(OC)c2)cc1 (stereo unspecified),0,13,-1,-2.1,-2,-1,nt,-6,nt,nt
CSc1ccc(CNc2nc3ccccc3n3cnnc23)cc1,3,-18,9,-0.9,-8,-11,nt,26*,nt,7
COc1cnn(-c2cccc(C)c2)c(=O)c1Cl,-1,-13,nt,0.5,-7,-3,-16,3,16,-4
Cc1cc(NC(=O)CSc2nnc(Cc3cccn3C)n2CCc2ccccc2)no1,nt,-20,14,-0.9,-10,-6,2,-10,-2,nt
Cc1nc2cc(NC(=O)N3c4ccccc4CC3C)ccc2o1 (stereo unspecified),nt,15,-14,-2.5,2,18,-2,-6,2,-1
CCOC(=O)C1NN=C(C(=O)c2ccc(C)cc2)C1c1ccc(C)cc1 (stereo unspecified),0,16,19,0.9,-8,11,-9,-14,9,-3

# An excerpt of these results, as tab-separated lines:
molecule	NSD2 inh	PfHsp90 set2	MITF act	CAL PDZ FP-1	PvdQ acylase	Rtt109 Vps75	SR-BI DiI-HDL act	dFosB activator	SR-BI DiI inh	CAL PDZ FP-2
CCOC(=O)C1NN=C(C(=O)c2ccc(C)cc2)C1c1ccc(C)cc1 (stereo unspecified)	0	16	19	0.9	-8	11	-9	-14	9	-3
Cc1nc2cc(NC(=O)N3c4ccccc4CC3C)ccc2o1 (stereo unspecified)	nt	15	-14	-2.5	2	18	-2	-6	2	-1

# Continued:
SMILES,NSD2 inh,PfHsp90 set2,MITF act,CAL PDZ FP-1,PvdQ acylase,Rtt109 Vps75,SR-BI DiI-HDL act,dFosB activator,SR-BI DiI inh,CAL PDZ FP-2
Fc1ccc(Nc2ncnc3sccc23)cc1,0,11,23,-1.8,-9,6,-18,3,18,-2
CCOC(=O)c1c(S(=O)(=O)NC2CCN(C(=O)OCC)CC2)c(C)n(C)c1C,1,-2,-1,-1.3,-7,3,-26,-1,26,1
CCN(CC)C(=O)c1cc(-c2ccc3c(c2)OCO3)on1,-3,-9,103*,0.1,10,-5,14,0,-14,-2
O=S(=O)(Nc1ccc(O)cc1)c1cccc2cccnc12,nt,-31,12,-1.0,-10,-7,-2,-11,2,-6
COCCn1nnnc1SCC(=O)c1ccccc1,1,-10,17,-2.1,6,-11,16,2,-16,1
Cc1ccc(S(=O)(=O)N(C)c2ccccc2C(=O)NC2CCCC2)cc1,-3,1,-4,0.0,-17,-26,8,-6,-8,0
Cc1nn(Cc2ccccc2)c(Cl)c1/C=C/C(=O)OCC(=O)N1CCCC1=O,1,nt,-2,-2.1,-16,-3,-9,3,9,nt
C/C(=N/NS(=O)(=O)c1ccc(C)cc1)[C@H]1C[C@@H]1c1ccccc1,0,-16,2,1.4,1,6,-3,-5,3,-2
CCOC(=O)/C=C/C(=O)OCC(=O)Nc1ccc([N+](=O)[O-])cc1,4,-9,-6,21,-14,?,nt,-2,nt,-2
CCCCN(C(=O)Cc1ccc(S(=O)(=O)N2CCOCC2)s1)c1ccccc1,0,-12,0,-3.0,2,13,0,-9,0,-4
CCCCn1c2ccc(F)cc2c2nnc(SCCN3CCOCC3)nc21,5,12,nt,-4.0,-12,-3,-29,-13,29,-4
Cc1ccc(S(=O)(=O)N(CC(=O)N/N=C/c2ccccc2C(=O)O)c2cc(Cl)cc(Cl)c2)cc1,7,-2,4,2.8,-8,?,17,-1,-17,3
CN(CCCC(=O)Nc1ccccc1)S(=O)(=O)c1ccc(Cl)cc1,nt,-1,-9,-1.3,9,11,11,-12,-11,nt
O=C(Cc1ccccc1)N1O[C@H]2C=C[C@@H]1CC2,nt,-17,12,0.6,-14,-2,8,4,-8,-4
O=C1CCC[C@@H]2CC(Nc3ccc(F)cc3F)C[C@@H]3CCN1[C@H]23 (stereo partly specified),nt,-22,4,0.4,7,10,3,5,-3,-2
